# ELG1 genotox – genotoxicity induction in ELG1-luciferase HEK293T cells; HEK293T ELG1-luciferase reporter, luminescence, 16 h; Potency, µM (top dose mostly 46 µM), without a hit: at the top dose activity change, positive = activation, actives largely listed as activators; actives 1.3% (n = 330,000); AID 504466; note: potency is the fitted concentration of half-maximal effect; % of control where 0% means no effect; nearly all actives have a fitted effect of over 60% in size
#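 Screening used a luciferase reporter fused to human ELG1 in HEK293T cells. Luminescence was read on a CCD plate imager after 16 hr exposure and 30 min ONE-Glo incubation.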
# Giardia killer – Giardia lamblia killing | AID 540267 | Giardia lamblia trophozoite viability | activity change, % at 7.66 µM, hits read low | actives 0.15% (n = 340,000); in the data active = activity change below about -80%; inconclusive = between about -30% and that limit;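 note: parasites exposed to compound for two days anaerobically before the ATP read; % is set by controls: 0 for no effect and ±100 for the full control effect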
#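 Luminescence from cellular ATP indicates surviving trophozoites (100 cells/well) following 48 hrs anaerobic compound treatment at 37 deg C; signal develops 15-30 min at room temperature.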
# BRCA1 expr up – BRCA1 expression activation; MCF7-BRCA1-FFLuc reporter, luminescence, 48 h; response scale: scaled: vehicle 0%, 10 µM genistein 100%; Potency, µM (series often up to 46.1 µM), without a hit: at the top dose activation, usual class: activators; actives 1.1% (n = 380,000); note: potency is the fitted concentration of half-maximal effect; nearly all actives have a fitted effect of over 80% in size; some results filed as inactive show a strong effect at the top dose
#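 MCF7 cells carrying a BRCA1-firefly luciferase reporter (2000 cells/well, phenol-red free MEM) were attached for 2 h at 37 °C, then given compounds for 48 h. Luminescence was read 15 min after luciferase reagent; activity normalized to genistein (10 microM) and DMSO.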
# p53 reactivation – re-activators of mutant p53. H1299 p53-A138V BP100-luciferase reporter, luminescence, 24 h. Potency, µM (titrated, usually from 92.2 µM), inactives show at the top dose activity change, positive = activation, usual class: activators. actives 0.063% (n = 320,000). AID 504706; note: potency is the fitted concentration of half-maximal effect; % of control where 0% means no effect; nearly all actives have a fitted effect of over 45% in size
#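 p53-null H1299 cells stably carrying temperature-sensitive p53-A138V and a BP100-luciferase reporter were pinned with compounds (4-point, 1:5 series) and held 24 hrs at 37 deg C. Luminescence was read 10 min after detection reagent.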
# The depositor's hits bear a star; ? = inconclusive; nt = no result given; & = joins results of further samples; [ ] = remark or other dose. Unless noted, calls come from the whole dose curve; as a rule, active = well fitted activation curve with a large enough effect; inconclusive = small, poorly fitted or top-dose-only effect; inactive = no such curve, though single readings can be large or run the other way. This is a subset; rates above refer to the full screens.
# Below each SMILES – ELG1 genotox | Giardia killer | BRCA1 expr up | p53 reactivation
- CC1CCCCC1NC(=S)NC(=O)c1ccccc1Cl (centres undefined)
    0% | -3 | 28% | 24%
- COc1cc(/C=C2\SC(=S)N(NC(C)=O)C2=O)ccc1OC(=O)c1ccco1
    1% | -30 | -6% | 9%
- CC(Sc1nncs1)C(=O)Nc1ccc(S(=O)(=O)Nc2ncccn2)cc1 (centres undefined)
    -1% | 1 | 0% | 2%
- CCC1Nc2ncnc(N3CCN(c4ccccc4)CC3)c2N(Cc2ccccc2)C1=O (centres undefined)
    -4% | -1 | 0%&-24% | -5%
- O=S(=O)(c1c(Cl)cc(Br)cc1Cl)N1CCN(C(=S)NC2CC2)CC1
    -2% | 6 | -41% | -8%
- CCN(C[C@H]1N[C@@](Cc2ccccc2)(C(=O)OC)[C@H]2C(=O)N(C)C(=O)[C@@H]12)C(=O)c1ccc(F)cc1
    0% | 14 | 10% | 3%
- CN(c1ccc(C(=O)COC(=O)C2CC2)cc1)S(C)(=O)=O
    15% | -21 | 23% | 35µM*
- O=C(COC(=O)CCSc1ccc(F)cc1)NCc1ccc(F)cc1
    2% | -4 | -6% | -1%
- CC(C)NC(=O)Nc1cccc2c1O[C@H](CN(C)S(=O)(=O)c1ccccc1)[C@@H](C)CN([C@H](C)CO)C2=O
    -2% | -14 | 13% | -1%
- COc1ccc2[nH]c3c(c2c1)CCN1C(=O)C(CC(=O)NCCCN(C)C)C[C@H](C(=O)N2CCCCC2)[C@@]31CCc1ccccc1 (some centres undefined)
    5% | -6 | -30% | 2%
- O=C(C[C@@H]1C/C=C\CC[C@H](Cc2ccc(F)cc2)C(=O)OC[C@@H]2CCCN2C1=O)N[C@H](CO)Cc1ccccc1
    -6% | 5 | -37% | -4%
- COCCn1c(C)cc(C(=O)CN2c3cccc4cccc(c34)S2(=O)=O)c1C
    7% | -7 | 81% | 14%
- CCN(C[C@H]1N[C@@](CC)(C(=O)OC)[C@H]2C(=O)N(C)C(=O)[C@@H]12)C(=O)Nc1ccccc1
    5% | -17 | 5% | 13%
- COc1ccc(OC)c(-c2nnc3n2N=C(c2ccc(OC(F)F)c(OCC4CC4)c2)CS3)c1
    -3% | 1 | -55% | 4%
- CC(C)(C)OC(=O)C[C@@H]1C/C=C\C[C@H](CC(=O)NCCO)C(=O)NC[C@H](c2ccccc2)OC1=O
    4% | 6 | 0% | -1%
- NS(=O)(=O)c1cccc(NC(=O)CN2C(=O)C(=O)N(Cc3ccccc3)C2=O)c1
    5% | -1 | -19% | 5%
- Cc1cnc(C(=O)N2CCN(S(=O)(=O)c3cccc(Br)c3)CC2)cn1
    0% | 8 | -8% | -26%
- CC(=O)Nc1cccc(-c2cnc(N)c(C(=O)c3cccnc3)n2)c1
    -9% | 11 | -28% | 7%
- COc1cccc(-c2c(-c3cc(OC)cc(OC)c3)n(C)c3ccc(-c4ccc5cc[nH]c5c4)cc23)c1
    0% | 8 | -25% | 2%
- C[C@]12c3[nH]c4cc(-c5ccco5)ccc4c3CCN1C(=O)[C@@H](CC(=O)NCc1ccco1)C[C@@H]2C(=O)N1CCCCC1
    -5% | 15 | -44% | -9%
- O=C(O)c1ccccc1NS(=O)(=O)c1cccc(NS(=O)(=O)c2cc(Br)ccc2Br)c1
    5% | 4 | 3% | 1%
- COc1ccc(NC(=O)CNCc2ccc(Cl)cc2)cc1S(=O)(=O)N1CCOCC1
    -2% | 8 | -8% | 0%
- Cc1ccc(C(=O)OCC(=O)NC(C)C2CC3CCC2C3)cc1N (centres undefined)
    1% | -15 | -30% | -2%
- Cc1c(Cl)cnc(NC(=O)COC(=O)C2CCCC2)c1Cl
    4% | -13 | 1% | -1%
- CN1CCCN(C(=O)CNC(=O)c2ccccc2F)CC1
    7% | 14 | 59% | 20%
- CC(OC(=O)C1CC2CCCC(C1)C2=O)C(=O)Nc1cccc([N+](=O)[O-])c1 (centres undefined)
    -1% | ? | 4% | 2%
- C=CCC[C@H](Cc1ccc(F)cc1)C(=O)OC[C@@H](Cc1c[nH]c2ccccc12)NC(=O)[C@@H](CC=C)CC(=O)N[C@H](CO)Cc1ccccc1
    -2% | 27 | 0% | 14%
- CCN(C[C@H]1N[C@@](CC)(C(=O)OC)[C@H]2C(=O)N(Cc3ccccc3)C(=O)[C@@H]12)S(=O)(=O)c1ccc(C)cc1
    -5% | -3 | -17% | -8%
- Cc1ccc(NC(=O)COC(=O)[C@@H]2CC(O)CN2S(=O)(=O)c2ccc3c(c2)OCCO3)cc1 (some centres undefined)
    -1% | 10 | 3% | 6%
- COc1ccccc1NC(=O)[C@@H]1CCCN1S(=O)(=O)c1ccc(Cl)cc1
    -5% | -14 | -34% | -2%
- C=CC[C@@H](CC(=O)N(CCO)Cc1ccccc1)C(=O)N[C@@H](C)COC(=O)[C@@H](CC=C)Cc1ccc(F)cc1
    -6% | 6 | -27% | -3%
- COc1ccc(S(N)(=O)=O)cc1C(=O)NNC(=O)C1COc2ccccc2O1 (centres undefined)
    1% | -14 | 6% | -3%
- Cc1nnc(NC(=O)C2CCN(S(=O)(=O)c3ccc(F)c(F)c3)CC2)o1
    0% | 9 | -15% | 0%
- C=CC[C@@H](CC(=O)OC(C)(C)C)C(=O)OC[C@H]1CCCN1C(=O)[C@@H](CC=C)CC(=O)N[C@H](CO)Cc1ccccc1
    -6% | -2 | -30% | -12%
- COc1ccc(S(=O)(=O)N(C)C[C@H]2Oc3c(NC(=O)c4ccncc4)cccc3C(=O)N([C@H](C)CO)C[C@@H]2C)cc1
    5% | 12 | -3% | -4%
- COc1ccccc1N1CN(S(=O)(=O)c2ccc(C)cc2)c2nc3ccccc3nc21
    0% | -14 | -14% | 4%
- CCCCCCCCCC(=O)N[C@@H]1c2cc(OC)c(OC)cc2C[C@H]1O
    -2% | 12 | -9% | -3%
- COc1ccc(/C=C/C(=O)OCC(=O)NCCc2ccccc2)c(OC)c1
    0% | -14 | -34% | -1%
- CSc1ncccc1C(=O)OCC(=O)Nc1cccc(S(=O)(=O)N2CCOCC2)c1
    -1% | 7 | 3% | nt
- COc1cc2c(cc1OC)[C@@H](NC(=O)C(C)C)[C@H](O)C2
    8% | -17 | 0% | 8%
- COc1ccc(NC(=O)Nc2ccc3c(c2)C(=O)N([C@H](C)CO)C[C@H](C)[C@@H](CN(C)S(=O)(=O)c2ccc(OC)cc2)O3)cc1
    -3% | 8 | -17% | 0%
- c1cc(-c2cc3cc4c(cc3cn2)OCO4)cs1
    ? | -12 | 59% | ?
- COc1ccc(NS(=O)(=O)c2cc(NC(=O)c3cncc(Br)c3)ccc2OC)cc1
    -12% | -22 | -56% | -8%
- O=C(NCCOc1ccccc1F)C1CC(=O)N(Cc2ccccc2)C1 (centres undefined)
    2% | -8 | -3% | -10%
- COCC(C)n1c(SCC(=O)N2CCOCC2)nc2ccccc2c1=O (centres undefined)
    -2% | -5 | -15% | 3%
- Cn1c(=O)c2c(ncn2CC(=O)OCCCC(=O)c2ccc(Br)cc2)n(C)c1=O
    -1% | -3 | -36% | 0%
- Cc1ccc(NC(=O)COC(=O)c2nn(-c3ccc(Cl)cc3)cc2O)cc1
    11% | 1 | -1% | ?
- C[C@H](CO)N1C[C@H](C)[C@@H](CN(C)C(=O)Nc2ccc(C(F)(F)F)cc2)Oc2c(NC(=O)C3CCCCC3)cccc2C1=O
    -2% | 24 | -47% | -7%
- C=CC[C@H](CC(=O)NCCO)C(=O)NCCOC(=O)[C@@H](CC=C)CC(=O)OC(C)(C)C
    4% | 4 | 11% | 2%
- C[C@H](CO)N1C[C@H](C)[C@@H](CN(C)S(=O)(=O)c2ccccc2)Oc2ccc(NC(=O)Nc3ccc4c(c3)OCO4)cc2C1=O
    -3% | -3 | -12% | 3%
- C=CC[C@H](CC(=O)N[C@H](CO)Cc1ccccc1)C(=O)N[C@H](COC(=O)[C@@H](CC=C)CC(=O)OC(C)(C)C)Cc1c[nH]c2ccccc12
    -2% | -23 | -52% | 11%
- CCN(C[C@H]1N[C@@](Cc2ccccc2)(C(=O)OC)[C@H]2C(=O)N(Cc3ccccc3)C(=O)[C@@H]12)C(=O)COc1ccccc1
    6% | 3 | -32% | nt
- CC(=O)c1ccccc1NC(=O)CSc1nc2ccccc2c(=O)n1CCCN1CCOCC1
    1% | -3 | -10% | -1%
- CC(C)N(C(=O)[C@H]1C[C@H](CC(=O)NCC23CC4CC(CC(C4)C2)C3)C(=O)N2CCc3c([nH]c4cc(CCC(=O)N(C)C)ccc34)[C@]12C)C(C)C
    0% | -7 | -67% | -7%
- CN(C(=O)COC(=O)C12CC3CC(CC(Cl)(C3)C1)C2)c1ccccc1
    -6% | 4 | -18% | -5%
- CCN(C[C@H]1N[C@@](C)(C(=O)OC)[C@H]2C(=O)N(C)C(=O)[C@@H]12)S(=O)(=O)c1ccc(OC)cc1
    3% | 5 | -2% | -3%
- CC(C)(C)OC(=O)C[C@H]1C/C=C\C[C@H](CC(=O)N(CCO)Cc2ccccc2)C(=O)N[C@H](C(C)(C)C)COC1=O
    -3% | -18 | -19% | -3%
- CCOc1ccc(CCNC(=O)CCC(=O)c2cccs2)cc1OCC
    2% | 0 | -15% | -6%
- Cc1cnc(C(=O)OCC(=O)Nc2cc(Cl)ccc2C#N)cn1
    -1% | -14 | -35% | 1%
- O=C1NC[C@@H](c2ccccc2)OC(=O)[C@H](Cc2ccc(F)cc2)C/C=C\C[C@@H]1CC(=O)N(CCO)Cc1ccccc1
    -7% | 3 | -54% | -3%

# Full records from above. Order of screens: ELG1 genotox, Giardia killer, BRCA1 expr up, p53 reactivation
# Cc1nnc(NC(=O)C2CCN(S(=O)(=O)c3ccc(F)c(F)c3)CC2)o1 is listed with 0%, 9, -15%, 0%
# Cc1ccc(NC(=O)COC(=O)c2nn(-c3ccc(Cl)cc3)cc2O)cc1 is listed with 11%, 1, -1%, ?
# Cc1cnc(C(=O)OCC(=O)Nc2cc(Cl)ccc2C#N)cn1 is listed with -1%, -14, -35%, 1%
# CC(C)N(C(=O)[C@H]1C[C@H](CC(=O)NCC23CC4CC(CC(C4)C2)C3)C(=O)N2CCc3c([nH]c4cc(CCC(=O)N(C)C)ccc34)[C@]12C)C(C)C is listed with 0%, -7, -67%, -7%
# CCN(C[C@H]1N[C@@](C)(C(=O)OC)[C@H]2C(=O)N(C)C(=O)[C@@H]12)S(=O)(=O)c1ccc(OC)cc1 is listed with 3%, 5, -2%, -3%

# Next section.
# Below each SMILES – ELG1 genotox | Giardia killer | BRCA1 expr up | p53 reactivation
- O=C(CN1C(=O)NC2(CCCCCC2)C1=O)Nc1ccc(Cl)c([N+](=O)[O-])c1
    -1% | 1 | -34% | -4%
- CCCCCCN[C@H]1CCC2C3CC=C4C[C@@H](O)CC[C@]4(C)C3CC[C@@]21C (some centres undefined)
    -4% | -19 | -35% | -6%
- C#CCOCCOCCOCCNc1nc(N2CCN(C(=O)[C@H](CCCCN)n3cc(CN)nn3)CC2)nc(N2CCN(C(=O)[C@H](CCC(=O)O)n3cc([C@@H](N)CCSC)nn3)CC2)n1
    -2% | -15 | 7% | -5%
- O=C(COc1ccccc1)N[C@@H]1c2ccccc2CC[C@H]1OCc1ccccc1
    -4% | 11 | -46% | 1%
- CC(C)NC(=O)Nc1cccc2c1O[C@H](CN(C)C(=O)Nc1ccc(C(F)(F)F)cc1)[C@@H](C)CN([C@H](C)CO)C2=O
    -1% | 15 | 0% | -1%
- CCOC(=O)[C@H]1[C@H]2COc3ccc(Br)cc3[C@@H]2N2C(=O)N(c3ccccc3)C(=O)[C@@]12C
    -4% | 3 | -3% | 3%
- Cc1ccc(C(=O)NCC(=O)OC(C)C(=O)Nc2ccccc2[N+](=O)[O-])s1 (centres undefined)
    3% | -21 | -12% | 0%
- COc1ccccc1NS(=O)(=O)c1cc(C(=O)N2CCCCCC2)ccc1C
    -7% | -5 | -10% | -6%
- CCN(C(=O)COC(=O)c1nccnc1N)c1cccc2ccccc12
    1% | -8 | -2% | -3%
- C[C@H]1CN([C@@H](C)CO)C(=O)c2cccc(NC(=O)C3CC3)c2O[C@H]1CN(C)S(=O)(=O)c1ccccc1
    2% | 11 | 14% | -4%
- O=[N+]([O-])c1ccccc1S(=O)(=O)N/C(=N/S(=O)(=O)c1ccccc1)c1ccccc1
    0% | -18 | -12% | 1%
- O=C1OC[C@H]2CCCN2C(=O)[C@@H](CC(=O)N(CCO)Cc2ccccc2)C/C=C\CC[C@@H]1Cc1ccc(F)cc1
    -3% | 3 | -16% | 30%
- COC(=O)[C@H]1C[C@H](O)CN1S(=O)(=O)c1ccc(Br)cc1F
    5% | 30[activator] | 0% | -7%
- COc1cc(O)c2c(=O)c3c(O)ccc(O)c3oc2c1
    0% | -25 | -42% | 3%

# Source: PubChem
